Screening results deposited in PubChem BioAssay by several laboratories.
AI-2 QS mod: modulates the Vibrio harveyi AI-2 quorum sensing system. Vibrio harveyi JMH597 AI-2 luminescence/OD600 ratio, 9 h; stronger effect = lower value; strain lacks LuxN and CqsS sensors; 0 = neutral-control median. actives 0.4% (n = 300,000). activity change, % at 7.5 µM; in the data active means activity change below about -75%, passing the limit was not always enough; inconclusive means no clear call, values can overlap the other calls;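 further: luminescence divided by OD600 gain over 9 h not by final OD600 alone; inactives centre near 13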
HSF-1 act: increases HSF-1 driven luciferase reporter signal; activation, % at 9 µM; actives 1.7% (n = 300,000); NIH3T3-HGL HSF-1 luciferase reporter, MG132, 8 h; 100% = twice DMSO control signal;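 active means mean replicate activation of at least 50% with a set share of replicates each reaching 50%; inconclusive means only one of those two conditions met; inactive means mean below 50% and too few replicates reaching it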;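 further: 0% = median of the neutral control wells and 100% = twice that signal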
GSK3beta inhib: blocks human GSK3beta kinase activity. actives 0.038% (n = 300,000). activity score (negative = inhibition), % at 10 µM. GST-GSK3beta kinase, ADP-Glo luminescence, 60 min; stronger effect = lower value;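 active means more than half of replicate wells score below -50%, meaning over 50% inhibition versus plate controls; inconclusive means some replicates but at most half score below -50%; inactive means no replicate scores below -50%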;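 further: 0% = median DMSO wells and -100% = median GW8510 positive control wells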
Target sequence (P49841 whole entry, looked up): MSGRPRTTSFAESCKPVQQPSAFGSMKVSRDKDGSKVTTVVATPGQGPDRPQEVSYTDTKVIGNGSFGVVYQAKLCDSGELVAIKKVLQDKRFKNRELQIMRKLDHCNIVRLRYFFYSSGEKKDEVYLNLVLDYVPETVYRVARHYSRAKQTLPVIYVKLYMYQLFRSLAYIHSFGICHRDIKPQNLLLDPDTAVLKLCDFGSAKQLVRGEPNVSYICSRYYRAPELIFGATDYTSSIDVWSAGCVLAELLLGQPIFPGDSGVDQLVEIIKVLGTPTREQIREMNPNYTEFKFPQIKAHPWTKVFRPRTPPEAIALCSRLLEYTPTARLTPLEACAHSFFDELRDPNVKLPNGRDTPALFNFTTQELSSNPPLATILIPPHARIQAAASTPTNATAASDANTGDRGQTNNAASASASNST
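Assay system: GST-tagged human GSK3beta kinase, cell-free; Input: 1.6 ng GSK3beta; Medium: Tris/MgCl2 kinase buffer; Timing: 60 min enzyme reaction, room temperature; Signal: ADP-Glo luminescence quantifying ADP generated by kinase; Evaluation: score relative to plate controls; Benchmarks: DMSO neutral wells and GW8510 at 20 µM as positive.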
IEC-6 tox: kills IEC-6 intestinal cells in KLF5 counter-screen. IEC-6 cytotoxicity, luminescence viability. inhibition, % at 5 µM. actives 0.78% (n = 290,000). AID 1825; in the data active means inhibition above about 22%;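 further: 0% = plate median of test compound wells and 100% = cytotoxic reference compound wells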
GSK3 alpha inh: inhibitors of human GSK-3 alpha kinase; P49840; inhibition, % at 10 µM; actives 0.1% (n = 320,000); ADP-Glo luminescence, 60 min;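 in the data active means inhibition above about 50%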;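 further: GST-tagged GSK-3 alpha with peptide substrate and 25 µM ATP; 0% = DMSO neutral wells and 100% = GW8510 positive control wells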
Target sequence (P49840 whole entry, looked up): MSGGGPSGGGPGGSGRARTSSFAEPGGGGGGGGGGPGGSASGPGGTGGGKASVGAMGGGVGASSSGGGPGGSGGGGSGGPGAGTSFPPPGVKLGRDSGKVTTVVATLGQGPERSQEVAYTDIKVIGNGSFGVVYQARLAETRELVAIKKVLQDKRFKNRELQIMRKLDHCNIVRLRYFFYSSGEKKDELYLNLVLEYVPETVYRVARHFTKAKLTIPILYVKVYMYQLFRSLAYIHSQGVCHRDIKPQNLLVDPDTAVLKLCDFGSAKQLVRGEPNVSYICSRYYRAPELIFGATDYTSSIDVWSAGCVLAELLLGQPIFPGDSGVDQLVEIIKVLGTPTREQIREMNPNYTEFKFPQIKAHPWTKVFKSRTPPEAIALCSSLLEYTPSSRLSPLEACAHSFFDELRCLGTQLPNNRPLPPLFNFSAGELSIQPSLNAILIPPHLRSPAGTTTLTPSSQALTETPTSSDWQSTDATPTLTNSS
KLF5 inh: suppresses KLF5 promoter-driven expression. actives 0.23% (n = 290,000). AID 1700. DLD-1 KLF5 promoter-luciferase reporter, luminescence. inhibition, % at 5 µM;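 active means inhibition above a per-plate limit of that plate's mean compound inhibition plus 3 SD, cut at about 60% in these data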;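 further: 0% = DMSO wells and 100% = LY294002 at 200 µM; higher means less KLF5 promoter-driven luciferase light; inactives centre near -14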
HIF act: HIF pathway transcriptional activation; U2OS HRE-luciferase reporter, luminescence; normalized: DMSO 0%, desferrioxamine 100%; activation, % at 7.5 µM (by protocol); actives 0.32% (n = 300,000);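 active means mean activation of at least 10% of the iron chelator positive control signal, with at least half of replicates also reaching 10%; inconclusive means mean and replicate majority disagree about reaching 10%; inactive means mean and most replicates under 10%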
aSyn UTR inh: 5' untranslated region of α-synuclein, MLPCN primary screen; alpha-synuclein 5'UTR reporter, inhibitor activity; actives 0.82% (n = 300,000); inhibition, % (tested at 7.5 µM); in the data active means inhibition above about 60%; inconclusive means no clear call, values can overlap the other calls;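 further: H4 neuroglioblastoma cells stably carrying SNCA 5'UTR luciferase fusion; 0% = DMSO wells and 100% = positive control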
HSF1 inh: HSF1 inhibition; NIH3T3-HGL HSE-luciferase, MG132-induced, luminescence 8 h; stronger effect = lower value; activity change, negative = inhibition, % at 7.5 µM (by protocol); actives 0.77% (n = 300,000); AID 2098;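 active means more than half of replicate wells show activity change below -50%, luminescence cut by over half; inconclusive means some wells, but at most half, below -50%; inactive means no replicate well below -50%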;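 further: luciferase reports HSF-1 transcriptional activity via heat shock element; 0% = median of DMSO wells and -100% = zero luminescence signal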
HSP90 refold inh: inhibitors of HSP90 luciferase refolding in rabbit reticulocyte lysate. luciferase refolding luminescence, 3 h. actives 0.91% (n = 290,000). inhibition, % at 5.6 µM. AID 1789;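 active means inhibition above the screen-wide mean plus 3 SD, computed separately per campaign, cut at about 16% in these data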;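 further: 0% = DMSO wells and 100% = 60 µM geldanamycin wells; inhibitors lower the luminescence because luciferase stays unfolded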
Active calls of the source: *; i = inactive; ? = inconclusive; nt = not tested or not shown. Compounds were not picked by outcome; 4.7% or so of the library scored in one or more.

Every second line gives: HSF1 inh	HSF-1 act	IEC-6 tox	GSK3 alpha inh	HSP90 refold inh	KLF5 inh	aSyn UTR inh	GSK3beta inhib	HIF act	AI-2 QS mod
#1 c1ccc(-n2cnc3ccccc32)cc1
 : -6	-20	-4	1	-2	-12	5	-5	3.9	1
#2 COc1cccc(C(=O)NCCC2=CCCCC2)c1
 : 29	?	0	-2	9	-66	-45	1	-1.3	-26
#3 CC(=O)Nc1cccc(NC(=O)CSc2nnc(Cc3cccn3C)n2-c2ccc(F)cc2)c1
 : -65*	-72	0	-1	1	-5	11	2	0.0	5
#4 CCOc1cccc2c1OC1(C)CC2NC(=O)N1Cc1ccccc1 (stereo unspecified)
 : 4	2	2	nt	4	-25	12	0	-0.2	16
#5 CC(=O)c1cc(CN2CCC(N3CCC(C(=O)N4CCCC4)CC3)CC2)cs1
 : -6	-2	-6	-2	6	-51	-6	6	-0.8	14
#6 O=C(O)c1ccc(NC(=O)c2cn(-c3ccccc3)nc2-c2ccc(Cl)cc2)cc1
 : 3	15	-9	-3	-5	-26	-16	3	0.8	40
#7 COc1ccc(NC(=O)Cn2nc(C(F)(F)F)c3c2CCCC3)c(OC)c1
 : 5	8	0	-2	0	-16	7	-1	0.1	-15
#8 Cc1nnc(SCC(=O)Nc2ccccc2NC(=O)CSc2nnc(C)s2)s1
 : -3	-11	-4	1	-1	4	-4	1	0.0	26
#9 O=S(=O)(O)c1nc2ccccc2[nH]1
 : 1	-3	-1	-2	-8	-19	9	-2	-0.2	18
#10 CCOC(=O)CNC(=O)COc1ccc(Cl)cc1Br
 : -6	-17	-4	-2	-2	12	10	-2	-0.1	11
#11 CCN(CC)CCn1c2ccccc2c2cnc(N)c(C#N)c21
 : -22	-29	7	9	2	18	i	0	25*	12
#12 CCC(C)c1ccccc1NC(=O)C(C)N(C)Cc1cccc(OC)c1 (stereo unspecified)
 : -1	-4	1	-1	3	-33	-11	1	0.9	18
#13 CC1CCCCN1C(=O)CN1C(=O)CN(C)C(=O)c2ccccc21 (stereo unspecified)
 : 2	-9	3	1	0	-13	8	4	1.4	13
#14 CCOC(=O)C1CCN(S(=O)(=O)c2c(C)noc2C)CC1
 : 3	11	-2	-2	-1	-20	-2	1	-0.5	5
#15 COc1cccc(CN2CCN(Cc3cccn3-c3cccnc3)CC2CCO)c1 (stereo unspecified)
 : 16	56*	-2	2	-4	11	14	-4	0.0	16
#16 COCCCn1c2nc3ccccc3nc2c2c(=O)n(Cc3cccs3)cnc21
 : -5	-5	2	4	1	-16	19	2	0.7	21
#17 CN1C(C)(C)CC(NC(=O)CCC(=O)NC2CC(C)(C)N(C)C(C)(C)C2)CC1(C)C
 : -7	-5	-1	-2	-2	-33	-14	1	-0.6	4
#18 O=c1[nH]c(Cc2ccc(F)cc2)nc2scc(-c3ccc(F)cc3)c12
 : 10	37	7	2	-2	-34	-31	6	1.4	-3
#19 CCOC(=O)N1CCC(Nc2c(NCCCN(CC)c3cccc(C)c3)c(=O)c2=O)CC1
 : -4	10	-10	-2	-1	-3	17	0	-0.1	-2
#20 COc1ccccc1NC(=O)Cc1noc(CSc2cccc[n+]2[O-])n1
 : 2	-7	-3	0	2	-9	19	-1	-0.6	-4
#21 COc1ccc(CC(=O)NCCCc2ccccc2)cc1OC
 : -6	7	7	0	5	3	8	5	-8.6	8
#22 COc1ccccc1N1C(=O)CSC1=NC(=O)c1ccccc1
 : 10	31	12	-1	3	-14	-28	1	0.9	29
#23 CN(C)S(=O)(=O)c1ccc(N/C=C(\[N+](=O)[O-])S(=O)(=O)c2ccccc2)cc1
 : -5	14	-5	-1	-1	8	-2	1	-0.9	29
#24 CCOc1ccc(N(CC(N)=O)S(=O)(=O)c2ccc(F)cc2)cc1
 : 5	-14	4	0	-3	-3	2	2	0.0	8
#25 CCN(CC)C(=O)NC(c1ccc(C)c(F)c1)C(Cl)(Cl)Cl (stereo unspecified)
 : -11	-18	-2	-1	2	-13	21	-2	-0.2	3
#26 Cc1noc(C)c1C(=O)N(CC(C)C)c1nc2ccccc2s1
 : 8	-2	-3	4	2	-18	10	-1	-0.5	39
#27 COc1ccc(CCNC(=O)Cn2cnc3c(cnn3-c3ccccc3Cl)c2=O)cc1OC
 : -1	6	7	0	-1	-30	-6	-5	-0.4	9
#28 CCN(CC)S(=O)(=O)c1cc(C(=O)Nc2ccccc2C(=O)O)ccc1OC
 : -1	-12	0	-5	0	-16	12	0	0.8	7
#29 Cc1ccc2nc(Cl)c(-c3ccccc3)cc2c1
 : -8	-8	nt	0	nt	nt	74*	-5	-0.5	-48
#30 COc1ccc(-n2cc(CN(C)Cc3n[nH]c(=O)[nH]3)c(-c3cccc(F)c3)n2)cc1
 : -3	11	1	3	-2	-8	24	-19	0.5	-4
#31 O=C(CN1CCN(c2ccccc2)CC1)N/N=C/c1cccc(F)c1
 : 3	4	2	-3	2	-12	23	-13	-0.3	-3
#32 COc1ccc(C(=O)CCC(=O)N2CCN(c3ccc(N4CCOCC4)nn3)CC2)cc1
 : 2	16	-3	-3	3	-28	-17	0	nt	17
#33 COC(=O)c1[nH]c2cc(OC)ccc2c1NC(=O)CCN1CCSCC1
 : 1	-1	-6	0	-4	-12	6	-2	0.0	-2
#34 Cc1cc(OC(=O)c2ccco2)c2c(C)cc(=O)oc2c1
 : -4	-8	-2	2	2	-30	20	2	0.1	3
#35 COC(=O)c1ccc(/C=N/N2CCN(Cc3ccc(Cl)cc3)CC2)cc1
 : -6	1	-1	-2	0	4	-17	0	-0.4	19
#36 C=CCN(C(=O)c1ccccc1)c1ccc(OC)cc1
 : -14	-37	-2	-6	2	-30	-24	1	2.8	8
#37 CC(Cc1cccs1)NC(=O)c1cccs1 (stereo unspecified)
 : 6	8	-1	-5	0	-78	-80	-7	1.7	17
#38 Cc1ccc(S(=O)(=O)NCC(=O)N2CCN(S(=O)(=O)c3ccc(Cl)cc3)CC2)cc1C
 : 5	16	nt	-3	nt	nt	15	4	1.1	15
#39 CC(Sc1ncnc2sc(-c3ccccc3)cc12)C(=O)NCC1CCCO1 (stereo unspecified)
 : 7	20	nt	-5	nt	nt	-16	-1	-15	61
#40 O=S1(=O)CCN(OCc2ccc(F)cc2Cl)CC1
 : 0	-3	-2	-1	-3	18	12	-1	-0.7	18
#41 CCn1c(SCC(=O)NCc2ccc(F)cc2)nc2c(c1=O)SC(C)C2 (stereo unspecified)
 : -1	-7	-5	-3	3	-22	8	1	0.1	7
#42 Cc1cc(C)c(NC(=O)C(C)c2cccc(C(=O)c3ccccc3)c2)c(C)c1 (stereo unspecified)
 : 4	2	-9	-6	-2	0	-9	6	0.0	20
#43 CC(=O)n1cc([C@H]2C=C(C(=O)N3CCOCC3)O[C@@H](OCc3ccc(CO)cc3)C2)c2ccccc21
 : 4	5	-4	-4	-3	-19	1	0	-0.5	14
#44 S=C(NCc1ccco1)N1CCN(Cc2ccc(Cl)cc2Cl)CC1
 : 27	46	1	-2	-1	12	24	0	0.0	33
#45 Cc1ccc(Cl)cc1NC(=O)CN1C(=O)COc2ccc(S(=O)(=O)N3CCOCC3)cc21
 : 0	-4	-7	-1	-1	-8	1	-2	-0.3	21
#46 COc1ccc(-c2nc(N)nc(C(F)(F)F)c2-c2ccccc2OC)c(O)c1
 : 1	-13	-5	1	1	-28	26	5	0.6	5
#47 CCCOc1ccc(Br)cc1/C=N/O
 : 4	-11	2	2	4	-17	8	4	-0.2	14
#48 COc1cccc(C(=O)Cn2c(=O)n(CCC(=O)NCC3CCCO3)c(=O)c3cc(OC)c(OC)cc32)c1 (stereo unspecified)
 : 2	-3	-1	nt	3	1	16	-3	-0.2	20
#49 Cc1ccc(CNC(=O)COc2ccc(C)nc2[N+](=O)[O-])cc1
 : -1	-3	15	-2	-1	-14	20	2	0.1	-36
#50 CCN(CC)C(=O)COc1ccc(CC(=O)O)cc1OC
 : -2	-4	0	-21	-3	-1	-8	1	-0.2	18
#51 CC1CCN(C(=O)C2CCN(c3ncnc4c3nc3n4CCCCC3)CC2)CC1
 : -5	-7	0	-1	2	-52	-5	5	0.1	5
#52 CCOC(=O)c1nnn2c1nc(N1CCCCC1)c1ccccc12
 : -8	-12	5	10	-1	-3	14	2	-0.3	4
#53 CCN(N=O)[C@@H](Cc1ccccc1)CN(N=O)[C@@H](Cc1ccccc1)CN(C)N=O
 : -1	-9	0	3	-1	-21	-2	1	0.3	24
#54 CN(C)N=C1c2cc(S(=O)(=O)N3CCOCC3)ccc2-c2ccc(S(=O)(=O)N3CCOCC3)cc21
 : -8	10	5	-1	1	-14	38	-1	-0.9	11
#55 CC1(C)CC(NC(=O)C(F)(F)F)CC(C)(C)N1OC(=O)c1ccco1
 : -6	1	-4	-2	-2	1	2	-3	-0.2	27
#56 CCN(CC(=O)Nc1ccc(NC(C)=O)cc1)CC(=O)Nc1ccc(F)c(Cl)c1
 : 5	9	-6	-2	-5	-6	-5	3	0.0	21
#57 CN(C)C(CNc1ncnc2sccc12)c1ccccc1 (stereo unspecified)
 : 6	33	-8	0	-1	2	-10	-1	-0.1	24
#58 O=C(Oc1ccccc1C(=S)N1CCOCC1)c1ccccc1
 : 0	2	-7	-1	-6	-47	11	nt	-7.3	nt
